Bioassay records as filed in PubChem.
PKA-R2B activ – activates the human PKA-R2B holoenzyme complex; hit rate 0.079% among 340,000; AID 504700; P22694+P31323; PKA-R2B holoenzyme dissociation, Cy5-IP20 fluorescence polarization; R2B truncated from residue 108, S112A mutant; 0% DMSO only, 100% 113 µM cGMP; activation, % at 11.4 µM;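 active = activation above a cutoff set at the mean over all compounds plus 3 SD, cut at about 18% in these data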;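 note: higher means more holoenzyme dissociation and a rise in polarization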
Target sequence (P31323 whole entry, looked up, other chains not shown, the tested form may be a part): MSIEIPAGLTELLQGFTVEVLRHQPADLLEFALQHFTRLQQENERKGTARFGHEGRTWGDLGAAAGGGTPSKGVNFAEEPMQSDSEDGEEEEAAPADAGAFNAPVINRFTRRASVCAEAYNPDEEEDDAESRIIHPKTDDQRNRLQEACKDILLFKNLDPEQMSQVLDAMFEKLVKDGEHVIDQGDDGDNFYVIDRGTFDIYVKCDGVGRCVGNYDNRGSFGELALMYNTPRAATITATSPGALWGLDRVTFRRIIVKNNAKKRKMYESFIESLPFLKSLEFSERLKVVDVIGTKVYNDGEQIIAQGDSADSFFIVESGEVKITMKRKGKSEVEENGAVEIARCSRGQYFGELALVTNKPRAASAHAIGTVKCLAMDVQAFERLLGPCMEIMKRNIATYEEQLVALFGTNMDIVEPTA
Cardiac RTF inh – cardiac RTF calcium desensitization. hit rate 0.12% among 340,000. inhibition, % at 7.15 µM. P19429+P45379. IANBD-labeled cardiac RTF, Ca2+ fluorescence;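 active = inhibition above the mean inhibition of all tested compounds plus 3 SD, cut at about 17% in these data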;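 note: assay run at fixed EC70 calcium of 1.6 mM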
DAGLB inhibitor – diacylglycerol lipase beta (human) inhibition; Q8NCG7; HEK293T DAGLB membrane lysate, EnzChek fluorogenic substrate; inhibition, % at 5.17 µM; hit rate 0.059% among 340,000; in the data active = inhibition above about 34%;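 note: 0% = enzyme with vehicle and 100% = wells lacking enzyme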
CAL PDZ FP-1 – inhibitors of human CAL PDZ peptide binding | Q9HD26 | purified CAL PDZ, TMR-peptide fluorescence polarization, 1 h | inhibition, % at 20 µM | hit rate 0.02% among 330,000 | AID 504414;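 active = highest replicate inhibition of at least 40%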;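 note: plate controls were DMSO neutral control wells for no effect and unlabeled competitor peptide control wells for full effect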
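Material – purified CerCALP PDZ construct · Detection – FP readout, S and P plane fluorescence · Measure – percent inhibition from loss of millipolarization · Controls – unlabelled peptide for full inhibition, DMSO wells as neutral · Probe or stimulus – TMR-labelled reporter peptide T*-PRC34 bound in PDZ groove · Times – 1 h at RT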
SR-BI DiI-HDL act – activators of SR-BI mediated HDL lipid uptake. CHO ldlA[mSR-BI] cells, DiI-HDL uptake fluorescence, 3 h; 100 = double the neutral-control signal. hit rate 0.096% among 320,000. AID 504775. activation, % at 12.5 µM;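 active = mean replicate activation of at least 60% and every replicate at or above 60%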;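 note: 0% = median plate neutral-control signal and 100% = twice that signal; values of inactives mirror those of a sister screen read the other way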
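Test system: SR-BI-overexpressing, LDLR-lacking CHO cells; Also added: labelled HDL, 10 µg/mL; Measured by: bottom-read cell fluorescence after medium removal, ex 550/em 595 nm; Timing: 3 h uptake period with compound, 37 °C; Buffer or medium: F12, 0.5% BSA, 25 mM HEPES; Doses: single compound concentration, delivered by pin transfer.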
LANA DNA inh – blocks KSHV LANA C-terminal domain binding to DNA; MBP-C-LANA/FAM-LBS DNA binding, fluorescence polarization; inhibition, % at 9 µM; hit rate 0.078% among 340,000; AID 504423;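 active = highest replicate inhibition at or above 60% at 9 µM, even if other replicates fall short; inactive = all replicates below 60% inhibition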;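 note: 0% = neutral control wells and 100% = 4 µM acridine orange control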
Rtt109 Vps75 – C. albicans Rtt109 histone acetyltransferase inhibition; Q5AAJ8; purified Rtt109/Vps75, ThioGlo CoA-SH fluorescence, 4 h; inhibition, % at 34.9 µM; hit rate 0.16% among 330,000; AID 540336;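 active = inhibition of at least 50% in every replicate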
cardiac RTF act – cardiac RTF calcium sensitization | hit rate 0.24% among 340,000 | activation, % at 7.2 µM | IANBD-labeled TnC RTF fluorescence at EC20 calcium; 0% EC20 calcium, 100% full calcium | P19429+P45379 | AID 493008;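 active = activation above the mean over all tested compounds plus 3 SD, cut at about 30% in these data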;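 note: rise in fluorescence read as greater calcium sensitivity of cardiac thin filaments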
Keap1-Nrf2 PPI – inhibitors of human Keap1-Nrf2 protein-protein interaction | Q14145 | Keap1 Kelch-Nrf2 peptide fluorescence polarization, 1536-well | inhibition, % at 9.4 µM | hit rate 0.15% among 340,000 | AID 504523; in the data active = inhibition above about 12%;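 note: human Keap1 Kelch domain with fluorescein labeled Nrf2 9mer peptide probe; 0% = neutral control wells and 100% = peptide positive control; higher means more block of Keap1 binding to Nrf2 peptide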
Target sequence (Q14145 whole entry, looked up, the tested form may be a part): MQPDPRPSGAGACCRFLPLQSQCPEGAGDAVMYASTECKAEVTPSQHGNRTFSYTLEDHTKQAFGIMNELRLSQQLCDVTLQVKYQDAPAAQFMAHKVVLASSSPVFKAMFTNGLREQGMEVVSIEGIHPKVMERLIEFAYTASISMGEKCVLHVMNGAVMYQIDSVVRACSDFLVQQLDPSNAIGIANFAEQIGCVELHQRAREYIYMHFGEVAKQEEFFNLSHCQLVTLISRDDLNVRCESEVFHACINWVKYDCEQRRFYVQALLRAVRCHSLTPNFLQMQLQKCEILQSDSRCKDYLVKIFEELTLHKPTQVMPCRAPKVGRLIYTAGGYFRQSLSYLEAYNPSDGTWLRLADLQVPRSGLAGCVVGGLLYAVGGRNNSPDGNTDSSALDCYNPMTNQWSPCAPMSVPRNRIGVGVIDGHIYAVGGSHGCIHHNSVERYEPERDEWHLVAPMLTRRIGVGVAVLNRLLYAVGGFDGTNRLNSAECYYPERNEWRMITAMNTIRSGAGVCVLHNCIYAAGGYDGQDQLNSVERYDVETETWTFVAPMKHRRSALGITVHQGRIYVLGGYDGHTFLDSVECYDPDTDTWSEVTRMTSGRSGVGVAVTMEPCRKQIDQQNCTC
CAL PDZ FP-2 – inhibitors of human CAL PDZ peptide binding. Q9HD26. purified CAL PDZ, TMR-peptide fluorescence polarization, 1 h. inhibition, % at 24.9 µM. hit rate 0.92% among 300,000. AID 602252;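 active = mean inhibition of at least 30% with at least half of replicates also reaching 30%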;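 note: 0% = DMSO neutral control and 100% = excess unlabeled competitor peptide PRC23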
Starred values were filed as active, the others as inactive; x = not tested or not shown.

canonical_smiles	PKA-R2B activ	Cardiac RTF inh	DAGLB inhibitor	CAL PDZ FP-1	SR-BI DiI-HDL act	LANA DNA inh	Rtt109 Vps75	cardiac RTF act	Keap1-Nrf2 PPI	CAL PDZ FP-2
CCOC(=O)/C(C#N)=C/c1cc2ccccc2nc1Cl	0	-6	-1	-1.8	-6	0.1	2	-1	0	-1
O=C(CSCc1ccccc1)Nc1ccc(S(=O)(=O)Nc2ncccn2)cc1	-6	5	-2	-0.2	26	2.1	8	-1	0	x
O=C(O)C(Cc1c[nH]c2ccccc12)N1CCS(=O)(=O)CC1 (stereo not drawn)	9	-2	-2	-2.3	19	-1.2	5	1	-2	-1
CN(C(=O)CSc1nnc(-c2ccc(OC(F)F)cc2)n1N)C1CCS(=O)(=O)C1 (stereo not drawn)	-14	6	0	-0.1	7	-1.6	-1	-5	0	x
NC(=O)NC(=O)CC1S/C(=N/N=C/c2ccccc2)NC1=O (stereo not drawn)	5	-4	2	-1.8	11	-0.3	19	5	0	0
O=C(CSc1nnc(NC(=O)c2c(F)cccc2F)s1)NCc1ccco1	-15	-1	-1	-2.5	21	1.8	1	3	-4	-4
O=C(C#Cc1ccccc1)c1ccco1	8	-15	-10	-2.9	8	0.7	-7	2	5	-6
Cc1ccc(S(=O)(=O)c2c(CO)c(-c3ccccc3)nn2C)cc1	-3	1	-3	-0.5	-7	-0.5	3	0	1	-1
O=C(NCc1ccco1)c1noc2c1CCCC2	-2	-1	2	-0.9	5	-0.1	-7	4	2	x
O=C(CN1CCc2ccccc21)Nc1ccc2c(c1)OCCCO2	5	-1	-8	-1.4	-14	1.8	-1	3	6	-4

Additional records
canonical_smiles	PKA-R2B activ	Cardiac RTF inh	DAGLB inhibitor	CAL PDZ FP-1	SR-BI DiI-HDL act	LANA DNA inh	Rtt109 Vps75	cardiac RTF act	Keap1-Nrf2 PPI	CAL PDZ FP-2
Cc1cc(F)ccc1S(=O)(=O)Nc1ncnc2scc(-c3ccc(F)cc3)c12	-5	4	11	-3.6	5	2.4	-2	-4	0	-2
c1ccc(Cn2nnnc2C(c2cccs2)N2CCCCCC2)cc1 (stereo not drawn)	0	-1	-13	-2.0	-30	0.6	2	-1	-3	-7
Cn1c2ccccc2c2cnn(CC(=O)O)c(=O)c21	-2	3	1	0.4	27	-1.7	2	3	1	-1
Cc1c(C(=O)Nc2ccccn2)sc2nc3n(c(=O)c12)CCC3	-6	-8	5	-0.9	6	-2.0	-1	0	-1	-3
CCCS(=O)(=O)c1nc(S(=O)(=O)c2ccc(C)cc2)c(N2CCN(CC)CC2)s1	9	1	-1	-2.3	7	0.6	1	-5	-1	-1
COC(=O)c1ccc(C(=O)OC)c(NC(=S)N2CCN(c3cc(Cl)ccc3C)CC2)c1	-2	-26	-1	-2.2	-62	0.6	-1	-4	-3	1
O=C(NCC(=O)N1CCN(C(=O)c2ccco2)CC1)c1ccc(Br)cc1	4	-9	-1	-1.0	-10	-0.3	-1	-4	2	4
ONC(=Nc1cccc(C(F)(F)F)c1)c1cccnc1	-14	-6	1	-0.7	17	1.1	-12	9	4	11
O=S(=O)(NC(=NC1CCCCC1)c1ccccc1)c1ccc(F)cc1	-6	-13	3	-2.8	10	1.7	-3	-1	1	0
Oc1ccc[n+](/C=C\c2ccccc2)c1	-5	-3	3	-2.0	4	-2.8	4	10	0	-6

Copied from above (two entries):
canonical_smiles	PKA-R2B activ	Cardiac RTF inh	DAGLB inhibitor	CAL PDZ FP-1	SR-BI DiI-HDL act	LANA DNA inh	Rtt109 Vps75	cardiac RTF act	Keap1-Nrf2 PPI	CAL PDZ FP-2
Cc1c(C(=O)Nc2ccccn2)sc2nc3n(c(=O)c12)CCC3	-6	-8	5	-0.9	6	-2.0	-1	0	-1	-3
CCCS(=O)(=O)c1nc(S(=O)(=O)c2ccc(C)cc2)c(N2CCN(CC)CC2)s1	9	1	-1	-2.3	7	0.6	1	-5	-1	-1

Remaining list, next part.
canonical_smiles	PKA-R2B activ	Cardiac RTF inh	DAGLB inhibitor	CAL PDZ FP-1	SR-BI DiI-HDL act	LANA DNA inh	Rtt109 Vps75	cardiac RTF act	Keap1-Nrf2 PPI	CAL PDZ FP-2
O=C(NCN1C(=O)C2C3C=CC(C3)C2C1=O)Nc1ccccc1O (stereo not drawn)	8	-13	-5	-1.8	-1	0.6	1	10	-2	-5
COc1ccc(/C=C/C(=O)Nc2nonc2NC(C)=O)cc1	8	5	1	-4.3	16	0.6	6	3	0	-4
O=C(NS(=O)(=O)c1ccc(Cl)cc1)c1ccccc1	2	-4	-4	-1.0	13	-1.4	-7	6	-3	x
Cc1cc(C)nc(NC(=O)CSc2nc3ccccc3o2)n1	0	-3	-2	-0.4	-10	1.5	3	5	-5	-3
Cc1cccc(NS(=O)(=O)c2ccc(C(=O)N3CCN(c4ccccc4O)CC3)cc2)c1C	-7	4	1	-0.5	x	1.6	13	3	2	x
CN(Cc1ccc(Cl)cc1)C(=O)CCl	5	1	1	-0.4	13	0.0	-15	-3	1	x
Nc1nc2ncc(CNc3ccc(C(=O)N[C@@H](CCC(=O)O)C(=O)O)cc3)nc2c(=O)[nH]1	-4	-1	-3	-1.3	5	3.6	-5	12	-4	-4
O=C(COc1ccc(S(=O)(=O)NC2CCCCC2)cc1)NC1CCCC1	-8	-3	2	-1.7	-12	-0.6	0	-1	-5	x
CC1CCCC(C)N1C(=O)COC(=O)c1ccc(Br)o1 (stereo not drawn)	0	-2	-3	-0.4	-6	0.8	3	-3	0	-3
CC1(c2nnc(-c3ccncc3)o2)CC(c2ccccc2)=NO1 (stereo not drawn)	4	0	-2	0.1	22	0.7	-13	3	-5	-2

Following part.
canonical_smiles	PKA-R2B activ	Cardiac RTF inh	DAGLB inhibitor	CAL PDZ FP-1	SR-BI DiI-HDL act	LANA DNA inh	Rtt109 Vps75	cardiac RTF act	Keap1-Nrf2 PPI	CAL PDZ FP-2
CCCNC(=O)COCc1cc(-c2ccc3c(c2)OCO3)on1	4	-9	-2	-1.4	-6	1.4	15	-4	-2	-2
CCCNC(=O)NC(=O)CSc1nnc(-c2c[nH]c3ccccc23)o1	6	-2	1	-1.2	2	-0.1	-2	-4	3	0
O=C(CCc1nnc2ccc(NCc3ccccc3Cl)nn12)NC1CCCC1	5	2	2	-2.2	0	-0.9	-5	-3	-3	-5
Cc1cc(F)ccc1S(=O)(=O)N1CCCCC1CCNC(=O)C(=O)NCc1ccccn1 (stereo not drawn)	5	-12	0	-1.1	-14	x	x	-6	x	-9
O=C(CSc1nc2ccccc2c(=O)n1-c1ccc(F)cc1F)Nc1ccc(N2CCOCC2)cc1	-8	7	-1	0.6	-21	0.8	0	-1	2	-1
O=C(NCc1ccc(Cl)cc1)NCC(F)(F)F	-17	1	0	0.2	2	1.1	-4	7	-1	-1
COc1ccc(C(=O)c2cc3c(cc2[N+](=O)[O-])OCCO3)cc1	0	-8	-2	-0.1	11	-0.4	11	-5	0	-1
O=c1[nH]c(=O)n(Cc2ccccc2)c2c1CCC2	13	-3	1	-1.3	16	-0.2	-4	7	-5	1
CCCCC(c1nnnn1C1CCCC1)N1CCN(C(=O)c2ccco2)CC1 (stereo not drawn)	-12	2	-2	-2.1	x	1.0	20	-2	1	1
Cc1cc(C(=O)Nc2sc(C)c(C)c2C#N)c(C)o1	-9	-4	-3	-0.2	-41	0.9	9	-5	-1	-3

Remaining list, next part:
canonical_smiles	PKA-R2B activ	Cardiac RTF inh	DAGLB inhibitor	CAL PDZ FP-1	SR-BI DiI-HDL act	LANA DNA inh	Rtt109 Vps75	cardiac RTF act	Keap1-Nrf2 PPI	CAL PDZ FP-2
O=C(Cc1ccccc1F)NCC(c1ccco1)N1CCCCC1 (stereo not drawn)	4	-13	-2	-2.8	9	1.7	-2	1	-6	-1
O=C(NCCC1CCCCN1S(=O)(=O)c1ccccc1)C(=O)Nc1ccc(F)cc1F (stereo not drawn)	-2	-1	-5	-0.1	-33	-0.2	-17	0	-3	-1
C[C@H](NC(=O)c1ccccc1Cl)C(=O)OCC(=O)N1CC2(C)CC1CC(C)(C)C2 (stereo partly drawn)	-12	1	3	-2.3	10	-1.9	-8	-1	-2	0
COCCCNC(=S)N1CCN(c2nc3ccccc3s2)CC1	0	3	-1	-0.1	5	-0.3	x	-1	-4	-2
Cc1ccc(CNc2nc(C)c(C(=O)N(C)C)s2)cc1	-6	8	2	-1.5	x	-0.1	-3	-12	4	-4
O=C(CN1C(=O)NC2(CCCC2)C1=O)Nc1cc(Cl)ccc1Oc1ccccc1	-11	7	-1	-2.0	x	-2.1	0	-1	-2	-3
Cc1cccc(C)c1NC(=O)COC(=O)c1cc(=O)c2ccccc2o1	-14	-6	1	0.5	16	-3.7	1	4	-7	-1
CCOc1c2ccc(C(=O)NCc3ccc4c(c3)OCO4)cc2nn1CC	-3	5	-3	0.5	11	0.8	3	-2	-5	-1
CN(C)C(CNC(=S)Nc1ccc(Cl)cc1)c1cccnc1 (stereo not drawn)	-7	3	1	-1.6	-1	1.5	-1	0	-5	-8
O=C(NCc1ccc(S(=O)(=O)Nc2ccccc2Cl)s1)c1ccccc1	x	x	x	0.0	2	2.7	-5	x	-1	x

New compounds follow
canonical_smiles	PKA-R2B activ	Cardiac RTF inh	DAGLB inhibitor	CAL PDZ FP-1	SR-BI DiI-HDL act	LANA DNA inh	Rtt109 Vps75	cardiac RTF act	Keap1-Nrf2 PPI	CAL PDZ FP-2
CCN(CC)c1nc(C#N)cc(-c2ccc(OC)cc2)n1	2	-1	-18	-0.5	-51	-1.0	2	-8	-1	0
O=C(/C(=N\Nc1ccccc1)Sc1nnnn1-c1ccccc1)c1ccccc1	-4	-12	2	-0.6	9	-0.3	2	1	-4	-1
CCSc1nnc(-c2cc3c(s2)-c2ccccc2CC3)o1	4	-7	-13	-1.7	-14	-0.2	2	-6	-3	-2
C/C(CC(=O)Nc1cc(C)ccn1)=N\NC(=O)C(=O)Nc1cccc(C)c1	6	5	1	-0.1	6	-1.7	2	-8	0	0
COc1cc(NC(=S)N2CCN(S(=O)(=O)c3ccc(C)cc3)CC2)cc(OC)c1	-2	-10	0	-2.2	-15	1.9	-5	-3	-5	-3
